# Neddylation inh = inhibitors of human cullin neddylation; P61081+Q13564; TR-FRET cullin neddylation, biochemical; calls only at 25 µM; 360,000 tested, 0.58% active; AID 651699; in the data active = inhibition above about 36%
# E coli Lon inh = inhibits E. coli Lon protease; P0A9M0; purified E. coli Lon protease, fluorescence polarization; inhibition, % at 7.94 µM; 360,000 tested, 0.42% active; in the data active = inhibition above about 13%, passing the limit was not always enough;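 also: 0% = enzyme with probe and DMSO and 100% = no enzyme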
# Rin1 Abl inh = blocks binding of human Rin1 to Abl | 360,000 tested, 0.4% active | inhibition, % at 7.35 µM | TR-FRET Rin1/Abl binding, biochemical; in the data active = inhibition above about 5%, passing the limit was not always enough
# MsrA inhibitor = inhibits bovine methionine sulfoxide reductase A; 360,000 tested, 0.75% active; inhibition, % at 15.5 µM; purified bovine MsrA, absorbance read-out; in the data active = inhibition above about 4.5%;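 also: 0% = vehicle wells with enzyme and 100% = reference inhibitor wells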
# FAS-TE inh = FAS thioesterase (human) inhibition | P49327 | recombinant FAS-TE, OMFH fluorogenic substrate, fluorescence endpoint | inhibition, % at 15 µM | 360,000 tested, 0.67% active | AID 602261;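 active = compounds whose normalised, plate-corrected inhibition of enzyme fluorescence in the single-dose primary screen is 50% or more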;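 also: 0% = DMSO with enzyme and 100% = substrate without enzyme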
# MT1-MMP act inh = inhibitors of human MT1-MMP activation. HT1080 RFP-PRO-GFP cells, GFP/RFP ratio fluorescence, overnight; percent of plate control window, DMSO zero. GFP/RFP ratio change, % at 20 µM. 360,000 tested, 0.061% active. AID 651647;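 active = GFP/RFP ratio change of at least 30% with cell ATP level not reduced by more than half and red fluorescence within 50% of control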; also: strong numbers were not always called active
#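 Assay system: HT1080 cells carrying an RFP-PRO-GFP reporter | Dosing: Single dose of 20 µM compound, 1% DMSO final | Incubation: Cells overnight before dosing, compound overnight, 37 °C, 5% CO2 | Evaluation: GFP/RFP fluorescence ratio | Control set: DMSO and RFP-L50D-GFP cell wells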
# CendR NRP1 mod = NRP-1/CendR interaction modulation; O14786; FAM-RPARPAR peptide binding to NRP-1, fluorescence polarization; inhibition, % at 25 µM; 360,000 tested, 0.85% active; AID 602438;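 active = inhibition or corrected inhibition above about 18%, plus a signal ratio from 0.5 to 1.5, limit read from the data, passing the limit was not always enough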; also: strong numbers were not always called active
# bovine MsrA act = activators of bovine methionine sulfoxide reductase A | purified bovine MsrA, absorbance read-out | activation, % at 10.6 µM | 360,000 tested, 0.3% active; in the data active = activation above about 7.5%;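 also: 0% = vehicle and 100% = reference activator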
# SKN-1 inh = inhibitors of C. elegans SKN-1 | 360,000 tested, 0.49% active | AID 624304 | C. elegans VP596 Pgst-4::GFP/RFP ratio, acrylamide-induced, 24 h | inhibition, % at 21.8 µM;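 active = interference check ratio from 0.5 to 1.5 plus GFP to RFP signal ratio inhibition reaching or exceeding a fixed threshold, cut at about 30% in these data, passing the limit was not always enough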; also: some compounds called inactive have numbers as strong as hits
# * hit, by the source's call; i = inactive; . = not tested or not shown; & = joins results of further samples.
no.	canonical_smiles	Neddylation inh	E coli Lon inh	Rin1 Abl inh	MsrA inhibitor	FAS-TE inh	MT1-MMP act inh	CendR NRP1 mod	bovine MsrA act	SKN-1 inh
1	COC(=O)C1CCN(C(=O)NC2CC(=O)N(c3ccc4c(c3)OCCO4)C2)CC1 (configuration not stated)	i	-9	4	-0.4	-3	2	13	-5	4
2	CCCCNC1=CC(=O)C(=O)c2ccccc21	i	-7	-7	-0.8	-5	12	20	1	25
3	Cc1ccc(S(=O)(=O)N2CC(C)C(=O)CC2C)cc1 (configuration not stated)	i	-4	2	0.8	-5	1	-1	-7	15
4	CCOc1ccc(N=C2C(=O)N(CN3CCOCC3)c3ccccc32)cc1	i	-2	-2	-0.9	0	-3	4	-3	1
5	CCCCn1c(N)c(N(CCC(C)C)C(=O)c2ccc3ccccc3c2)c(=O)[nH]c1=O	i	-7	2	-0.8	-1	-4	3	-4	8
6	Cc1cc(OC(=O)Nc2ccccc2)ccc1Cl	i	-6	2	-0.3	-5	-10	4	-4	21
7	COc1cccc(-c2cc(C(=O)N3CCc4ccccc4C3)no2)c1	i	5	0	-0.5	22	3	-10	-2	4
8	O=C(C1=C(O)C(=O)N(CCN2CCOCC2)C1c1ccco1)c1cc2ccccc2o1 (configuration not stated)	i	-11	-1	2.0	-2	-9	-17	-3	-7
9	C=CCN(CC=C)C(=S)NC(=O)/C=C/c1ccc(OC)cc1	i	2	0	4.8*	1	4	-4	-9	9
10	COc1cccc(C(=O)N2CCCC(CCC(=O)NCc3ccc(F)c(F)c3)C2)c1 (configuration not stated)	i	3	-1	0.8	-1	-1	8	-1	21
11	COc1ccc(OC)c(/C=N/NC(=O)c2csc3ccccc23)c1	.	-4	-2	1.0	12	1	5	-3	3
12	O=C(COC(=O)Cc1ccc(F)cc1)NC1CCCC1	i	-11	1	0.1	-2	-1	-6	-4	-2
13	O=[N+]([O-])c1ccc(S(=O)(=O)NCCCc2ccccc2)cc1	i	-3	-1	0.7	49	-1	-1	-2	-8
14	COc1ccccc1Cn1c(C)c(C(=O)NCc2cccc(C)c2)sc1=O	i	5	0	2.2	11	2	1	-7	-5
15	Cc1ccc(S(=O)(=O)N2CCN(c3ncnc4scc(-c5ccc(F)cc5)c34)CC2)cc1	i	5	2	0.2	40	-8	-4	-3	16
16	O=c1c2ccccc2[nH]c(=S)n1CCCN1CCN(c2ccccc2)CC1	i	-10	1	0.0	-1	8	1	-6	8
17	O=C(NCc1ccccn1)Nc1ccc(Cl)cc1Cl	i	3	0	-1.2	0	4	9	-6	6
18	N=c1nc2n(cc1F)C1OC(CO)C(O)C1O2 (configuration not stated)	i	4	5	1.6	-6	-9	0	-4	-6
19	CCOCC(=O)Nc1cc(S(=O)(=O)N2CCOCC2)ccc1N1CCCCC1	i	-5	2	1.0	2	-8	-6	-8	1
20	CCn1c(SCC(=O)N2CCC(C)CC2)nnc1-c1ccco1	i	-5	-4	1.3	-5	-1	3	-8	-8
21	CCN1CCN(CCNC(=O)CCCCCn2c(=O)[nH]c3cc(C(=O)OC)ccc3c2=O)CC1	i	-2	0	-0.4	-4	3	-10	-3	-2
22	CC(=O)Nc1nc(C)c(-c2csc(Nc3ccccn3)n2)s1	i	5&0	-5&0	1.1&-0.5	4&9	-1&-6	-9&13	-5&-5	5&9
23	O=C1c2cccnc2C(Nc2ccc(S(=O)(=O)N3CCCCCC3)cc2)N1Cc1ccccc1 (configuration not stated)	i	3	2	-0.6	14	3	-3	0	14
24	CC(C)N(Cc1ccccc1)C(=O)CN1C(=O)NC(Cc2ccccc2)(c2ccccc2)C1=O (configuration not stated)	i	-2	-2	-1.0	22	-9	12	-2	-2
25	Cc1ccc([C@@H]2C[C@H]3[C@@H](CN2S(=O)(=O)c2ccc(Cl)cc2)C(=O)C[C@@H](c2ccc(Cl)cc2)N3S(=O)(=O)c2ccccc2C)cc1	i	-8	0	0.6	15	0	0	-6	3

# In the list so far, 3 contain an NH in an aromatic ring.
no.	canonical_smiles	Neddylation inh	E coli Lon inh	Rin1 Abl inh	MsrA inhibitor	FAS-TE inh	MT1-MMP act inh	CendR NRP1 mod	bovine MsrA act	SKN-1 inh
5	CCCCn1c(N)c(N(CCC(C)C)C(=O)c2ccc3ccccc3c2)c(=O)[nH]c1=O	i	-7	2	-0.8	-1	-4	3	-4	8
16	O=c1c2ccccc2[nH]c(=S)n1CCCN1CCN(c2ccccc2)CC1	i	-10	1	0.0	-1	8	1	-6	8
21	CCN1CCN(CCNC(=O)CCCCCn2c(=O)[nH]c3cc(C(=O)OC)ccc3c2=O)CC1	i	-2	0	-0.4	-4	3	-10	-3	-2

# Continued.
no.	canonical_smiles	Neddylation inh	E coli Lon inh	Rin1 Abl inh	MsrA inhibitor	FAS-TE inh	MT1-MMP act inh	CendR NRP1 mod	bovine MsrA act	SKN-1 inh
26	Cn1nc(C(C)(C)C)c([N+](=O)[O-])c1C(=O)Nc1ccc(Br)cc1	i	14	-2	0.9	18	-2	3	-5	-12
27	Cc1[nH]n(C(N)=S)c(=O)c1N=Nc1ccccc1C(F)(F)F	i	1	4	2.2	-1	5	-6	-5	3
28	O=C(Nc1cc(Cl)cc(Cl)c1)C1C2C=CC3(O2)C1C(=O)N(CCCN1CCOCC1)C3C(=O)NC1CCCCC1 (configuration not stated)	i	9	3	0.3	-2	-3	2	1	5
29	CC(=O)Oc1ccc(C(=O)NCc2ccc3c(c2)OCO3)cc1	i	3	0	-0.7	-2	1	-6	-1	-2
30	CCCN1CCc2c(sc(NC(=O)CCS(=O)(=O)c3ccccc3)c2C(=O)OC)C1	i	-15	-2	1.7	-8	-7	-16	0	2
31	CC1(C)CC(=O)C(N=Nc2cc(C(F)(F)F)ccc2Cl)=C(O)C1	i	1	0	0.8	5	2	7	-2	-12
32	C/C(=N\NC=O)c1ccncc1	i	-2	-2	-0.6	-8	-4	0	-7	6
33	O=C(Nc1ccc2oc(-c3ccc4ccccc4c3)nc2c1)c1cccs1	i	2	-4	0.3	3	4	-3	-6	26
34	O=S(=O)(Nc1ccc2c(c1)oc1ccccc12)N1CCCC1	i	2	0	1.3	16	2	13	-2	-4
35	Cc1ccc(CNC(=O)c2ccc(CS(=O)Cc3ccccc3Cl)o2)cc1 (configuration not stated)	i	-7	-2	1.1	5	2	0	-2	2
36	CC(=O)c1cccc(NC(=O)CCc2nc3sc4c(c3c(=O)[nH]2)CCCC4)c1	i	-45	2	1.2	-1	-12	-34	2	-3
37	O=C1c2ccccc2C(=O)N1CN(C(=O)c1ccccc1)c1ccc(O)cc1	i	0	1	0.8	-4	-1	10	-3	11
38	CC(O)c1nc2ccc(C(=O)O)cc2[nH]1 (configuration not stated)	i	3	2	-0.3	-4	-2	1	-1	9
39	Cc1cccc(C)c1NC(=O)C(NC=O)c1ccccc1Cl (configuration not stated)	i	-5	1	-0.7	-6	7	-3	1	-12
40	CC12CCC(=O)CC1CCC1C2CCC2(C)C1CCC2(O)C(=O)CO (configuration not stated)	i	-7	4	1.7	-3	-2	-6	-11	-6
41	COc1ccc(/C(O)=C2/C(=O)C(=O)N(CC3CCCO3)C2c2cccc(O)c2)cc1 (configuration not stated)	i	1	-2	3.8	-4	2	6	-2	-3
42	O=S(=O)(c1cc(F)ccc1F)N1CCN(C2CCCCC2)CC1	i	0	-3	0.5	4	2	8	-4	7
43	CCOc1ccc(S(=O)(=O)NCCSc2ccccc2)cc1	i	4	-1	-0.4	17	-2	-2	-1	21
44	CCCn1c2ccccc2c2nnc(SCC(=O)OC)nc21	i	-5	-8	1.8	-1	0	0	-3	-1
45	CC(CCc1ccccc1)NC(=O)CSc1nnnn1C (configuration not stated)	i	3	-3	-1.6	-3	1	2	-1	-1
46	Cc1ccc(NC(=O)CSCC(=O)Nc2ccccc2N2CCCC2)cc1	i	-2	-5	0.1	1	-6	0	-2	0
47	CN(C)CCn1c2c(c(SCC(=O)Nc3cccc4ccccc34)nc1=O)CCCC2	i	-7	-1	1.2	-4	1	2	1	6
48	COc1ccc(NC(=O)C(c2cc3ccccc3o2)n2c(=O)c(-c3cc4ccccc4[nH]3)nc3ccccc32)cc1 (configuration not stated)	.	.	.	0.7	.	-2	-6	.	14
49	CN1C[C@@H](CO)O[C@@H](n2cnc3c(N4CCOCC4)ncnc32)C1	i	1	0	0.9	-6	3	5	-2	10
50	CCc1nc2ccc(C(=O)NCc3ccc4c(c3)OCO4)cn2c1N(C)C(=O)Cc1ccccc1	i	7	-2	-0.5	-5	-4	-4	-3	-10
51	Cc1ccc(C(=O)Nc2cccnc2)cc1NC(=O)c1ccco1	i	-8	0	0.6	-4	-1	8	1	-1
52	Cc1cccc([C@H]2[C@@H]3C=CC[C@@H](C)[C@@H]3C(=O)N2Cc2ccccc2)c1	i	-3	-5	0.5	9	-8	-1	0	-9
53	COc1ccc(C(CNC(=O)c2ccc(S(=O)(=O)Nc3ccccc3F)cc2)N(C)C)cc1 (configuration not stated)	i	7	0	0.0	-4	-2	13	-2	-2
54	Cc1ccc(C)c(NC(=O)C(Sc2cccc[n+]2[O-])c2ccccc2)c1 (configuration not stated)	i	-7	2	0.0	-4	-5	0	-2	-9
55	COc1ccc(C2NC(=O)NC(C)=C2C(=O)OCC2CCCCC2)cc1OC (configuration not stated)	i	-4	0	0.1	1	0	11	-2	0
56	Cn1nc(-c2ccccc2)cc1NC(=O)[C@@H]1O[C@H](CO)[C@H](O)[C@H](O)[C@H]1O	i	-4	-2	-1.0	-8	2	-15	-8	8
57	Cc1cccn2c(=O)c(C=C(C#N)C#N)c(N3CCN(C)CC3)nc12	i	17*	-7	1.7	1	-6	10	-4	6
58	COc1ccc(CSc2nncn2C)cc1[N+](=O)[O-]	i	2	5	0.0	-3	4	-3	-2	2
59	Cc1cnc(-c2nnc(N(C)C(=O)c3cccnc3)s2)cn1	i	0	1	2.5	-2	-1	8	-3	-1
60	O=C(NCCCN1CCCC1=O)c1ccccc1NS(=O)(=O)c1ccc(F)cc1	i	4	0	-0.1	-9	2	0	-2	14
61	Cc1cc([N+](=O)[O-])cc2c1NCC1CC=CC21 (configuration not stated)	i	1	2	1.2	15	-2	11	-9	9
62	COc1ccc(C(=O)N2CCN(C(=O)C3CCCO3)CC2)cc1[N+](=O)[O-] (configuration not stated)	i	-10	-2	0.4	-7	4	-3	-2	12
63	COc1ccc(NS(=O)(=O)c2cccc(C(=O)NCC3(N4CCCCC4)CCCCC3)c2)cc1	i	-6	1	-0.5	-1	-4	-13	0	7
64	COc1ccc(C(=O)C2CCCN(C(=O)/C=C/c3ccccn3)C2)c(C)c1 (configuration not stated)	i	1	0	0.2	-9	1	-2	-2	6
65	COc1ccc(C(c2c(C)n(C)n(-c3ccccc3)c2=O)c2c(C)n(C)n(-c3ccccc3)c2=O)c(OC)c1OC	i	3	-2	0.2	-4	3	2	-1	-3
66	CCOC(=O)N1CCN(S(=O)(=O)c2ccc(C(=O)Nc3nc4ccccc4s3)cc2)CC1	i	-1	-1	0.1	-7	-2	3	1	11
67	Cc1ccccc1C(=O)NC(=S)N(C)C1CCCCC1	i	4	0	0.6	-1	6	9	-2	15
68	COc1cc(NC(=O)NCCN2CCN(c3ccc(Cl)cc3)CC2)ccc1C	i	-3	-1	0.3	0	0	2	1	-10
69	Cc1cccc(Cn2c(N3CCN(c4ccccc4)CC3)nc3c2c(=O)n(C)c(=O)n3C)c1	i	.	.	0.0	25	-12	-7	.	1
70	Cc1c(S(=O)(=O)NCc2ccccc2)c(=O)n(C)c(=O)n1C	i	-1	-1	0.1	-3	-2	3	-2	-7
71	O=C(NCCc1ccccc1)c1cccc([N+](=O)[O-])c1	i	4	0	-0.7	23	2	4	-2	-1
72	CCOc1ccc(S(=O)(=O)N2CCCC(C(=O)NCc3ccccc3)C2)cc1 (configuration not stated)	i	-3	4	0.4	4	-3	10	-5	5

# From PubChem
